# Bioassay records: PubChem BioAssay, several laboratories
# BoNT-A LC inh2: BoNT/A light chain protease inhibitors, primary screen, biochemical, flow cytometry, MLPCN library. Botulinum neurotoxin type A light chain protease (Clostridium botulinum A str. ATCC 3502). AID 588499, 2011. inhibition, % at 10 µM. actives 0.17% (n = 360,000). multiplex microsphere protease substrate cleavage; also: plate controls were buffer without enzyme for full effect and enzyme alone for no effect
# SSB-PriA inh: inhibitors of Klebsiella pneumoniae PriA binding to SSB C-terminal tail, primary screen, biochemical, AlphaScreen; PriA–SSB C-terminal tail interaction (Klebsiella pneumoniae); AlphaScreen SSBct-PriA binding, biotinylated peptide; inhibition, % at 33 µM; actives 0.6% (n = 430,000); AID 1272365, 2023; in the data active = inhibition mostly above about 37%, no sharp cut-off; inactive = mostly below about 20%;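 also: plate controls were negative control peptide for no effect and reference peptide for full effect; strong numbers were not always called active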
# CCHFV vOTU inh: CCHFV vOTU protease inhibitors, primary screen, biochemical, Pep-AMC substrate, fluorescence; actives 0.55% (n = 370,000); Crimean-Congo hemorrhagic fever virus L polyprotein viral ovarian tumor (vOTU) protease …; inhibition, % at 11.5 µM; AID 651958, 2012; in the data active = inhibition above about 30%; also: 0% = vehicle wells with enzyme and 100% = no enzyme wells
# Anthrax LF inh2: Bacillus anthracis LF protease inhibitors, primary screen, biochemical, multiplex microsphere, MLPCN library | multiplex microsphere protease cleavage assay | inhibition, % at 10 µM | actives 0.12% (n = 360,000); also: plate controls were buffer without enzyme for full effect and enzyme alone for no effect
# VHR inh abs: VHR1 phosphatase inhibitors, primary screen, biochemical, absorbance, uHTS | Dual specificity protein phosphatase 3 (Homo sapiens), P51452 | recombinant VHR phosphatase, pNPP absorbance | inhibition, % at 13.3 µM | actives 0.52% (n = 290,000) | AID 1654, 2009; in the data active = inhibition above about 50%; also: some compounds called inactive have numbers as strong as hits
# Vc quorum ag: inducers of Vibrio cholerae quorum light production without autoinducers, primary screen, BH1578 luxS cqsA deficient, single point; actives 0.16% (n = 350,000); activation, % at 18.7 µM; AID 588436, 2011; V. cholerae BH1578 lux reporter, luminescence, 6 h; in the data active = activation mostly above about 9.7%, no sharp cut-off; inconclusive = no clear call, values can overlap the other calls; inactive = mostly below about 3.7%; also: not every result past the cut was called active; inactives centre near 0; reference of the scale not given here
# Y pestis TopoI: Yersinia pestis topoisomerase I inhibitors, primary screen, biochemical, cleavage product accumulation, plate reader, single point | DNA topoisomerase I (Yersinia pestis CO92) | Y. pestis Topo-I cleavage product accumulation | activity, % at 10 µM | actives 0.064% (n = 360,000) | AID 504884, 2011; in the data active = activity above about 50%, passing the limit was not always enough; inconclusive = no clear call, values can overlap the other calls; also: inactives centre near 2
# TcdB GH inh: TcdB glycohydrolase inhibitors, primary screen, biochemical, single point, plate reader. Toxin B (Clostridioides difficile), P18177. TcdB glycohydrolase enzymatic assay. inhibition, % at 9.99 µM. actives 0.24% (n = 350,000). AID 652162, 2013; in the data active = inhibition above about 10%
# 3CLpro inhibitor: SARS-CoV 3CLpro protease inhibitors, primary screen, biochemical, quenched FRET. Replicase polyprotein 1ab (Severe acute respiratory syndrome coronavirus), P0C6X7. AID 1706, 2009. recombinant SARS-CoV 3CLpro, quenched FRET peptide cleavage. inhibition, % at 6 µM. actives 0.14% (n = 290,000); in the data active = inhibition above about 12%
# PfHsp40 rescue: rescue of yeast from PfHsp40 toxicity, primary screen, S. cerevisiae, ATP luminescence; S. cerevisiae expressing PfHsp40, growth rescue; growth rescue, % at 12.5 µM; actives 0.68% (n = 340,000); AID 504582, 2011; in the data active = growth rescue above about 28%, passing the limit was not always enough; inconclusive = no clear call, values can overlap the other calls;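 also: yeast W303a lacking pdr1 and pdr3 grown in galactose medium; growth measured after three days at 30 °C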
# Starred values were filed as active, the others as inactive; i = inactive; ? = inconclusive; · = no result given; & = joins results of further samples. Rule as the data show it, unless noted: active = inhibition above about 30%; inconclusive = no clear call, values can overlap the other calls; inactive = below that. Only part of the results is shown; count on the stated rates, not on these rows.
SMILES,BoNT-A LC inh2,SSB-PriA inh,CCHFV vOTU inh,Anthrax LF inh2,VHR inh abs,Vc quorum ag,Y pestis TopoI,TcdB GH inh,3CLpro inhibitor,PfHsp40 rescue
COc1ccc(C(=O)OCC(=O)NC(=O)NC2CCCC2)cc1OC,-0.1,-2,5,-9,·,-0.3,-1,3.3,·,-1.0
COc1ccc(C2SCCN2S(=O)(=O)c2ccc(NC(C)=O)cc2)cc1 (stereo not given),-0.2,-6,2,-2,7,i,-5,·,0,0.2
CCc1cccc2c(C(=O)COC(=O)/C=C/c3ccc(O)c(OC)c3)c[nH]c12,-1.3,12,4,-4,12,i,-13,·,-3,0.5
COc1ccc(N2C(S)=C(C#N)C(=O)NC2c2ccc(OC)c(OC)c2)cc1 (stereo not given),-0.8,0,4,-7,30,-0.3,1,0.8,6,0.5
CCC(C(=O)OCC(=O)Nc1cc(Cl)ccc1Cl)c1ccccc1 (stereo not given),-0.6,-54,2,-3,18,-2.0,45,·,3,0.6
Cc1ccc(C)c(NC(=S)NC(C)C(c2ccccc2)N2CCN(C)CC2)c1 (stereo not given),-0.6,0,-2,-3,5,-3.6,-18,-0.6,6,0.0
COc1ccc(/C=N/OCC(=O)NC(c2ccccc2)c2ccccc2)c(OC)c1,0.9,·,10,-4,-5,-0.2,0,·,-1,-0.2
CC(=O)Nc1ccc(CN2C(=O)C(Cc3ccccc3)ON=C2c2cccc(F)c2)cc1 (stereo not given),-0.1,·,3,-9,·,-0.5,22,0.8,·,·
COc1ccccc1NS(=O)(=O)c1ccc2ccccc2c1,-4.6,-13,9,-2,-7,i,12,1.4,-2,0.6
O=C(NCc1ccc2c(c1)OCO2)C1CCC(CNc2c(N3CCCCC3)c(=O)c2=O)CC1 (stereo not given),-0.5,-2,-7,-4,45,-0.2,3,-1.3,0,0.9
O=C(c1cc2c(=O)n3ccccc3nc2s1)N1CCN(c2cccc(Cl)c2)CC1,2.8,-19,-6,4,2,-0.5,33,0.1,-2,8.6
CCOC(=O)N1CCN(C(c2ccnc3ccccc23)c2nnnn2-c2c(C)cccc2C)CC1 (stereo not given),1.3,·,8,8,·,·,·,-4.8,·,·
O=C(c1ccccc1F)N(Cc1ccc(F)cc1)C1CCS(=O)(=O)C1 (stereo not given),0.2,-11,-11,-3,-4,i,1,·,-2,-0.9
O=C(NCCc1ccc([N+](=O)[O-])cc1)c1ccccc1,-0.7,-2,5,-4,-7,-0.5,5,1.8,-1,0.6
O=C(COC(=O)c1cccc([N+](=O)[O-])c1)NCc1cccs1,-0.6,-5,-7,4,14,i,6,1.2,5,-1.5
O=C(NCc1cccs1)C1CCN(S(=O)(=O)c2ccccc2F)CC1,1.0,-3,10,-9,5,-0.5,-3,1.8,0,0.8
O=C(Nc1ccccc1)c1nc[nH]c1C(=O)NCc1ccccc1,-0.3,17,12,3,·,-0.3,12,-6.5,·,5.8
Cc1cc(C)c(S(=O)(=O)Nc2cccnc2)c(C)c1,2.2,-15,12,0,-9,i,5,·,-1,-0.5
COc1ccc(C(=O)NN)cc1COc1ccc(Br)cc1,0.0,-2,11,0,20,3.2,12,·,6,-1.4
CCOc1ccccc1N1CC(C(=O)N(CC)CC(=O)Nc2ccc3c(c2)OCCO3)CC1=O (stereo not given),4.3,13,-11,6,·,1.4,-1,2.3,·,0.9
COc1ccccc1N1CCN(C(=O)c2cc(-c3ccc(F)cc3)[nH]c2C)CC1,-2.4,9,4,5,27,-0.1,20,0.0,1,2.0
C#Cc1ccc([C@@H]2C=C(C(=O)NCc3ccccc3)O[C@H](OCC)[C@H]2CCCO)cc1,-0.1,1,6,-3,18,-1.2,-1,1.2,-1,1.0
COCCNC(=O)Nc1ccc2c(c1)N(C)C(=O)c1ccccc1S2,-0.7,-3,-4,-2,14,-0.3,3,1.3,-1,-1.5
O=C1C(C=NCc2cccnc2)=C(O)c2ccccc21,1.1,-6,11,0,0,-0.1,-8,·,-3,0.1
O=S1(=O)CCN2N=C(C3CC3)SC2=N1,-0.4,0,-3,4,-1,-0.9,-4,0.7,2,-0.2
CC(=O)c1ccc(N2C(=NC(=O)C3CCCCC3)SC3CS(=O)(=O)CC32)cc1 (stereo not given),1.2,-5,5,-1,13,-0.5,3,-4.8,-6,-0.1
Cc1c(NC(=O)CSCc2ccc(Cl)cc2Cl)cccc1C(=O)O,3.2,-7,-14,2,-11,-0.3,1,-0.1,-5,-0.2
Cc1cc(=O)oc2c(C)c3occc3cc12,-0.2,6,-21,-6,23,-0.8,1,-1.0,3,-0.6
O=C(O)c1ccc(CSc2nc3ccccc3[nH]2)cc1,1.5,-4,7,13,16,i,-3,-0.2,-2,2.0
Cc1cccc(N=C2Sc3nc4c(C)c(C)ccc4cc3CN2CCN2CCOCC2)c1,0.5,6,5,-2,14,i,6,1.3,6,-1.1
CC(Oc1ccccc1)C(=O)Nc1c2c(nn1-c1ccccc1)CS(=O)C2 (stereo not given),-0.6,16,1,-1,5,-5.0,9,0.9,-2,14
CCOC(=O)C1CCN(C(=O)C(C)Sc2ccc(Cl)cc2)CC1 (stereo not given),-1.7,-1,6,2,13,·,14,·,1,0.3
CC(=O)Nc1ccc(C(=O)n2nc(C)cc2C)cc1,?,-13,-2,-7,-3,i,5,·,0,-0.5
Cc1ccccc1/C=N/N=C1/NC(=O)CCS1,-0.8,·,0,9,0,-0.4,-6,0.8,2,-1.6
O=C(COc1ccc(S(=O)(=O)NC2CCCCC2)cc1)N1CCN(c2cccc(Cl)c2)CC1,-0.8,4,12,-4,19,-0.2,17,1.5,6,-0.2
CC(C)CNC(=S)NC1CC2CCCC(C1)N2Cc1ccco1 (stereo not given),-0.7,6,-11,-2,6,-17,1,1.2,-3,0.8

# Looked up one by one from above (4):
SMILES,BoNT-A LC inh2,SSB-PriA inh,CCHFV vOTU inh,Anthrax LF inh2,VHR inh abs,Vc quorum ag,Y pestis TopoI,TcdB GH inh,3CLpro inhibitor,PfHsp40 rescue
O=C(COC(=O)c1cccc([N+](=O)[O-])c1)NCc1cccs1,-0.6,-5,-7,4,14,i,6,1.2,5,-1.5
Cc1cc(=O)oc2c(C)c3occc3cc12,-0.2,6,-21,-6,23,-0.8,1,-1.0,3,-0.6
CCOc1ccccc1N1CC(C(=O)N(CC)CC(=O)Nc2ccc3c(c2)OCCO3)CC1=O (stereo not given),4.3,13,-11,6,·,1.4,-1,2.3,·,0.9
O=C(NCc1cccs1)C1CCN(S(=O)(=O)c2ccccc2F)CC1,1.0,-3,10,-9,5,-0.5,-3,1.8,0,0.8

# Later entries.
SMILES,BoNT-A LC inh2,SSB-PriA inh,CCHFV vOTU inh,Anthrax LF inh2,VHR inh abs,Vc quorum ag,Y pestis TopoI,TcdB GH inh,3CLpro inhibitor,PfHsp40 rescue
O=C(CSc1nnnn1-c1ccccc1Cl)Nc1ccc2c(c1)OCCO2,0.1,-5,6,-5,11,i,5,-0.1,-2,0.0
Cc1cc(S(=O)(=O)NCC2CCCO2)c(C)cc1Br (stereo not given),-1.6,-25,11,3,0,i,10,-0.8,2,-0.6
CCOC(=O)C1CCN(S(=O)(=O)c2ccc(OC)c(C(=O)N3CCCCC3)c2)CC1,-2.3,-18,1,14,30,i,3,0.7,-9,-1.2
CCCOc1ccccc1/C=C1/C(=O)ON=C1C,1.8,-1,-7,-9,-2,1.1,-4,0.0,1,1.2
CCOC(=O)C1CCN(C(=O)CN(c2ccc(OC)c(OC)c2)S(=O)(=O)c2ccccc2)CC1,-0.8,-7,12,-2,4,·,-1,·,-10,-2.0
CCNC(=O)Cn1cc(C(F)(F)F)cc(Cl)c1=O,0.0,4,-4,4,22,-0.4,-1,-1.3,5,-0.6
NS(=O)(=O)c1ccc(CCNC(=O)c2ccccc2F)cc1,-1.5,-2,-4,-1,22,i,1,·,-2,-0.3
CC1(C2CC2)NC(=O)N(CC(=O)N2CCN(S(=O)(=O)c3ccc(F)c(F)c3)CC2)C1=O (stereo not given),-0.4,-2,9,-4,·,-1.1,-1,0.5,·,0.9
COc1ccc(N)cc1C#N,-0.3,-16&-2,8,-6,-4,-0.2,4,-4.3,-2,0.5
CCOc1cc(N2CCOCC2)c(OCC)cc1NC(=O)C1=COCCO1,-4.4,6,13,1,·,i,-10,-2.0,·,-0.4
COc1ccc(CN2C(=O)c3ccccc3C2=O)cc1C(=O)N(C)CC(=O)Nc1ccc(C)cc1,0.2,·,7,-1,·,-1.3,8,-7.1,·,·
Cc1ccc(NC(=O)C2=C(O)CCn3c2nc2ccccc23)cc1,-0.1,-8,15,-8,16,i,4,2.5,1,1.9
CCc1ccc(CNC(=O)C2CCCN(c3nnc(C)c4c(C)n(-c5ccccc5)nc34)C2)cc1 (stereo not given),0.2,-23,2,4,6,-0.3,36,1.6,2,1.3
COc1cccc(C(=O)NCCCNC(=O)c2cccnc2)c1,2.6,-5,7,-6,7,i,3,0.3,0,-0.1
CCCNC(=O)C1(C)CCCN(C(=O)c2ccccc2F)C1 (stereo not given),0.0,·,-7,-6,·,-0.5,-9,1.0,·,·
Cc1ccc(NC(=O)COC(=O)C2CC3CCCC(C2)C3=O)c([N+](=O)[O-])c1 (stereo not given),0.0,-5,3,5,·,i,12,0.4,·,0.3
CCOC(=O)c1c(C)[nH]c(C(=O)OCC(=O)c2ccc3c(c2)NC(=O)CO3)c1C,7.7,-1,-5,-2,·,i,-2,4.2,·,0.2
COCCNC(=S)N=Nc1c(O)[nH]c2ccc([N+](=O)[O-])cc12,0.8,-8,-6,-3,-2,-0.4,-5,1.1,3,-0.9
CCN(CC)CCCNC(=O)CN1C(=O)CSc2ccc(S(=O)(=O)N3CCOCC3)cc21,-0.4,-15,-2,-1,26,-0.3,2,1.1,-4,1.1
COCCN(C(=O)CSCC(=O)Nc1cccc(C)c1)c1c(N)n(Cc2ccccc2)c(=O)[nH]c1=O,-0.4,-7,6,-1,·,-5.3,5,3.5,·,0.9
O=CNCc1nc2ccccc2n1CCCc1ccccc1,-1.6,-4,-8,14,-13,-0.2,11,0.8,-1,-0.2
CCOC(=O)C1=NOC(CNC(=O)C2=NOC(CNC(=O)c3c(-c4ccccc4Cl)noc3C)C2)C1 (stereo not given),1.7,-14,14,6,2,0.6,-4,·,6,-0.2
CC1=NNC(=O)C1Cc1c(Cl)cccc1Cl (stereo not given),-1.7,-6,1,16,·,i,10,1.4,·,-1.6
COC(=O)C1=C(N)Oc2cc(C)n(CC3CCCO3)c(=O)c2C1c1ccc(Cl)c(Cl)c1 (stereo not given),0.4,-4,-7,0,-43,0.1,3,·,3,-0.2
CC(C)C12CN3CC(C(C)C)(CN(C1)C3c1ccccc1O)C2=O (stereo not given),0.4,-16,-5,-6,-16,i,4,·,-3,0.4
